Screening data (PubChem BioAssay)
CHRM4 agonist = agonists of human muscarinic M4 receptor (CHRM4); activation, % at 3 µM; 360,000 compounds, 0.14% hits; CHO-K1 hM4/Gqi5, Fluo-8 calcium fluorescence; vehicle 0%, full acetylcholine response 100%; P08173;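 active means activation above the run mean over all test wells plus 3 SD, cut at about 32% in these data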;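 further: peak over basal fluorescence ratio per well then scaled between controls; 0% = DMSO wells and 100% = acetylcholine at EC100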
Target sequence (P08173 whole entry, looked up): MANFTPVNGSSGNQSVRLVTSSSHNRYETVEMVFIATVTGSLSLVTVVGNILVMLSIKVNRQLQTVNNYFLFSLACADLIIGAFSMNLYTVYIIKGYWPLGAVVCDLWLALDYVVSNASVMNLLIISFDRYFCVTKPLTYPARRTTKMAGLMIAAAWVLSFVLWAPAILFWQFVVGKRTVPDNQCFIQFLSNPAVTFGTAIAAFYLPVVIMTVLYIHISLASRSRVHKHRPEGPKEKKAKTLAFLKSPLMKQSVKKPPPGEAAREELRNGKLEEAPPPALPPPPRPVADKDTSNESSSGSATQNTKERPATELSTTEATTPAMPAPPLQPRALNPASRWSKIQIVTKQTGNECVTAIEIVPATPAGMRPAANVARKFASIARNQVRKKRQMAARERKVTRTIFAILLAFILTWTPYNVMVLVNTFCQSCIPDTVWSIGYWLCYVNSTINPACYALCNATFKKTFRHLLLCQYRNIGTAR
CHRM5 PAM = positive allosteric modulators of human muscarinic M5 receptor. P08912. CHO-K1 hM5, Fluo-8 calcium, ACh EC20 PAM; 0% = ACh EC20, 100% = ACh EC100. activation, % at 3 µM. 360,000 compounds, 0.3% hits;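 active means activation above the run cutoff, the mean activation of all test compounds plus 3 SD, cut at about 18% in these data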
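Assay system: CHO-K1 hM5 cells. Also added: acetylcholine at EC20 concentration, added after compound. Dosing: 3 µM, single dose. Times: compound preincubation 140 s before EC20 acetylcholine addition. Signal: Fluo-8 calcium fluorescence. Measure: % activation relative to EC20 and EC100 ACh responses. Repeats: singlicate, one well per test compound.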
M4 antag = CHRM4 antagonism in calcium assay | P08173 | CHO-hM4 cells, ACh EC80, Fluo-8 calcium fluorescence | inhibition, % at 3 µM | 360,000 compounds, 0.73% hits | AID 624125;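 active means inhibition above its plate's cutoff, the mean inhibition of sample wells plus 3 SD, cut at about 27% in these data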;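 further: 0% = acetylcholine EC80 with DMSO and 100% = DMSO without agonist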
M5 ag = CHRM5 agonism in calcium assay | P08912 | CHO-K1 hM5 cells, Fluo-8 calcium fluorescence; 0% DMSO wells, 100% maximal acetylcholine response | activation, % at 3 µM | 360,000 compounds, 0.19% hits | AID 624037;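 active means activation above the run's mean over test compounds plus 3 SD, cut at about 23% in these data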;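 further: signal is peak over basal fluorescence ratio across the kinetic read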
CHRM4 PAM = positive allosteric modulators of human muscarinic M4 receptor | P08173 | 360,000 compounds, 0.4% hits | activation, % at 3 µM | CHO-K1 hM4/Gqi5, Fluo-8 calcium fluorescence, ACh EC20; 0% = ACh EC20, 100% = maximal ACh;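 active means activation above its plate's cutoff, the mean activation of sample wells plus 3 SD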; further: some results filed as inactive read as strong as hits
M1 PAM = human CHRM1 positive allosteric modulation; P11229; CHO-K1 hM1, Fluo-8 calcium fluorescence, ACh EC20; 0% = ACh EC20, 100% = maximal ACh; activation, % at 3 µM; 360,000 compounds, 0.088% hits; in the data active means activation above about 19%, passing the limit was not always enough
Target sequence (P11229 whole entry, looked up): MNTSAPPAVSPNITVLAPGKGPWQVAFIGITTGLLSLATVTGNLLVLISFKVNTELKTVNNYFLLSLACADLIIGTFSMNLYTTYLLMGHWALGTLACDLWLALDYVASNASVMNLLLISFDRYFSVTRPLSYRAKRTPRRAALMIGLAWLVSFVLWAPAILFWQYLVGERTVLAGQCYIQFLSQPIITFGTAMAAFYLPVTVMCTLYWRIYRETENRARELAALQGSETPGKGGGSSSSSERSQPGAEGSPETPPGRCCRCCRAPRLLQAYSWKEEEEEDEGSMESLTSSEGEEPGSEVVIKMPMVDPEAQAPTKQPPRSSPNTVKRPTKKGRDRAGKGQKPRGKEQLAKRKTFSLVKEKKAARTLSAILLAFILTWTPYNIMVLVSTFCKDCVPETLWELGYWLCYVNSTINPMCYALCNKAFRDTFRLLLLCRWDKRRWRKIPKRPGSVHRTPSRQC
M5 antag = antagonists of human muscarinic M5 receptor (CHRM5); CHO-hM5 cells, Fluo-8 calcium fluorescence, ACh EC80; AID 624040; P08912; inhibition, % at 3 µM; 360,000 compounds, 0.59% hits;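 active means inhibition above a per-plate cutoff, the mean of that plate's test compounds plus 3 SD, cut at about 27% in these data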;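 further: 0% = acetylcholine EC80 with DMSO and 100% = DMSO without agonist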
M1 antag = antagonists of human M1 muscarinic receptor | inhibition, % at 3 µM | 360,000 compounds, 1.3% hits | CHO-K1 hM1, Fluo-8 calcium fluorescence, ACh EC80 antagonist | P11229 | AID 588852;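 active means percent inhibition above its own plate's cutoff, namely the mean of that plate's compound wells plus 3 SD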;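 further: peak over basal fluorescence ratio during 140 s after agonist addition; 0% = ACh EC80 plus DMSO and 100% = DMSO alone without agonist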
CRFBP-R2 agonist = agonists of human CRF-binding protein/CRF-R2 receptor complex | HEK293 CRF-R2/CRF-BP, calcium dye fluorescence (FLIPR); percent of saturating CRF peptide response | activation, % at 13.2 µM | 350,000 compounds, 0.46% hits;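 active means activation of at least 50%, plus an integration ratio under a set limit after plate pattern correction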;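 further: plate controls were neutral control wells without compound for no effect and CRF at EC100 for full effect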
Numbers without * were called inactive; / = not tested or not shown.

CHRM4 agonist	CHRM5 PAM	M4 antag	M5 ag	CHRM4 PAM	M1 PAM	M5 antag	M1 antag	CRFBP-R2 agonist	compound
-1	-4	-4	-5	-6	-5	-5	10	3.8	CN(C)c1ccc(/C=C/c2nnnn2-c2ccccc2)cc1
1	7	-1	-1	10	12	3	-7	-0.5	COCCN(C(=O)COC(=O)CSc1ccccc1)c1c(N)n(Cc2ccccc2)c(=O)[nH]c1=O
7	-11	13	10	-9	-13	24	22	55*	CCN(CC)c1ccc(/C=C/c2cccc[n+]2C)c(OC)c1
1	1	-5	-2	5	13	3	-14	2.5	Cc1ccc(NC(=O)COCC(=O)Nc2ccc(F)cc2)cc1
1	-4	18	0	-10	1	5	6	-5.3	CCSC1(SCC)N=C(N)C2(C#N)C(c3ccc(F)cc3)C12C#N (stereo not given)
1	1	-1	2	8	5	-3	-3	31	Cc1ccc(-n2[nH]c(C)c(/C=N/Nc3ccc([N+](=O)[O-])cc3[N+](=O)[O-])c2=O)cc1C
-1	9	0	11	-3	-14	3	16	0.7	Cc1cc(-c2csc(Nc3ccccn3)n2)ccc1F
1	1	-9	1	-1	-8	-3	11	-2.1	COc1ccc(CCNC(=O)CN2CCOc3ccccc32)cc1OC
1	5	-4	1	2	3	-2	0	/	CC1(C(=O)NS(=O)(=O)c2ccc(F)cc2F)CCN1C(=O)CCc1ccc(Cl)cc1Cl (stereo not given)
9	-11	5	2	-11	-8	6	7	0.7	CC(=O)c1c(C(C)=O)c(C)n(-c2ccc(C)c(NC(=O)c3ccccc3Cl)c2)c1C
0	0	-5	1	2	3	-5	1	1.9	CCc1c(-c2ccccc2)nc2nc(C)c(C)nn12
1	-1	-5	0	-1	4	0	-6	1.1	CC1CN(C(=O)c2ccccc2Oc2ccccc2)CC(C)O1 (stereo not given)
4	-1	2	2	-9	6	-4	-6	-3.5	COc1ccccc1C(=O)N/C(=C\c1cn(C)c2ccccc12)C(=O)N1CCCC1
2	-3	-7	-4	0	2	-2	2	-0.2	CCN(CC)C(=O)C(=O)Nc1ccc(Oc2ccccc2)cc1
1	1	-10	-3	15	8	-11	-15	-0.2	COc1cc2nc(CN(C)CC(=O)Nc3ccc(N4CCOCC4)cc3)[nH]c(=O)c2cc1OC
2	-3	-5	-2	6	14	0	-17	-0.2	NS(=O)(=O)c1ccc(NC(=S)N2CCc3ccccc32)cc1
1	6	10	2	0	11	3	-18	-0.4	COc1cc(C2C(C(=O)c3cccs3)=C(O)C(=O)N2CCN2CCOCC2)ccc1OCCC(C)C (stereo not given)
1	-1	-3	-3	-3	-4	-11	5	1.1	CCCCNC(=O)c1nn(-c2ccccc2OC)c(=O)c2ccccc12
0	5	-10	1	3	8	-2	-14	0.2	O=C(c1cnn(C(=O)c2ccccc2F)c1)c1ccccc1O
1	2	-2	-2	3	9	-5	-4	-1.1	CCc1nnc(NC(=O)CSc2nnc(-c3ccco3)n2CCOC)s1

Remaining list, next part:
CHRM4 agonist	CHRM5 PAM	M4 antag	M5 ag	CHRM4 PAM	M1 PAM	M5 antag	M1 antag	CRFBP-R2 agonist	compound
1	9	0	-1	3	2	5	0	1.1	NC(=O)CCN1CCC(c2nc3ccccc3s2)CC1
0	-7	9	-1	5	3	0	-2	-1.2	C=CCn1c(SCC(=O)Nc2ccc3c(c2)CCC3)nc2ccccc2c1=O
1	1	10	1	3	4	4	-4	-0.9	C[C@H](CO)N1C[C@H](C)[C@@H](CN(C)C(=O)NC2CCCCC2)Oc2ccc(NS(=O)(=O)c3ccc(F)cc3)cc2C1=O
1	-4	-34	-3	5	1	-2	-6	-3.4	COc1ccc(OC)c2sc(NC(=O)c3ccc(S(=O)(=O)N4CCOCC4)cc3)nc12
1	4	-1	-1	7	3	-10	-8	-0.3	CCC1(C)N=c2c(c(=O)n(C)c(=O)n2C)=NO1 (stereo not given)
0	5	-12	0	1	8	6	-13	/	COCCNC(=O)C1(C)CCCN(C(=O)c2ccco2)C1 (stereo not given)
1	-1	-1	1	6	/	-7	/	/	CCCCn1nnnc1C1(C)CCC(=O)N1Cc1cccs1 (stereo not given)
1	1	1	-2	13	9	7	-9	-1.1	Cc1cccc(C(=O)Nc2nnc(-c3cccnc3)o2)c1
0	-5	11	-4	-6	-1	16	-4	1.1	O=C(Nc1cc(Cl)ccc1N1CCCC1)C1=NN(c2ccccc2)C(=O)CC1
1	4	1	-3	3	12	-3	-38	3.1	COCc1cc(Sc2ccc(Cl)cc2)nc(-c2ccccc2)n1
2	4	-14	0	7	5	-2	5	-1.0	O=C(CNC(=O)c1ccc(Br)o1)Nc1cccc(S(=O)(=O)N2CCCC2)c1
0	-3	5	-4	-11	-6	10	6	-1.5	O=C(Nc1nnc(C2=COCCO2)o1)c1ccc(Cc2ccccc2)cc1
0	12	9	3	15	15	-3	-13	-0.3	CN(C(=O)COn1nnc2ccc(Cl)cc21)C1CCS(=O)(=O)C1 (stereo not given)
1	4	0	-4	-6	4	-11	-28	-0.2	Cc1nn(-c2ccccc2)c(Cl)c1C(=O)OC(C)C(=O)Nc1ccc2c(c1)OCO2 (stereo not given)
13	-3	10	-1	-12	-28	2	53*	-1.2	COc1cccc(-c2ccc(NC(=O)C3CCCN(Cc4cccc(C)n4)C3)cc2)c1 (stereo not given)
1	2	-10	-1	-1	5	7	-17	1.1	COCCCn1c(=S)[nH]c(C)c(C)c1=O
1	0	-5	-3	0	2	3	-2	0.8	CCOC(=O)c1c(NC(C)=O)sc(C(=O)NC2CCCC2)c1C
0	2	-10	-3	16	3	-5	-4	-1.1	CC1(C)CC(NC(=O)C23CCC(C)(/C(=N/O)C2)C3(C)C)CC(C)(C)N1 (stereo not given)
0	3	-4	-1	-6	8	9	2	-0.1	Cc1ccc(N2CC(C(=O)OCC(=O)Nc3ccccc3F)CC2=O)cc1 (stereo not given)
0	-13	1	4	2	-5	-3	-2	1.1	O=C1C=C(c2cc(F)ccc2F)C[C@@H](c2ccc(Cl)cc2)C1

Additional compounds follow.
CHRM4 agonist	CHRM5 PAM	M4 antag	M5 ag	CHRM4 PAM	M1 PAM	M5 antag	M1 antag	CRFBP-R2 agonist	compound
-1	-3	2	3	8	5	-3	-1	0.7	CCCCn1cnc2c([nH]c3cc(OC)ccc32)c1=O
3	2	-1	3	12	7	5	-2	-0.3	O=C(CCc1nc2ccccc2c(=O)[nH]1)NNC(=O)c1ccc(F)cc1
7	-2	2	-8	-13	-12	8	15	4.2	O=C(CNC1CCCC1)Nc1ccc(N2CCCCCC2)cc1
7	0	4	10	-2	1	2	-4	-0.9	COc1ccccc1CNS(=O)(=O)c1ccc(NC(C)=O)cc1
9	-17	5	3	-9	-4	20	14	-3.3	C/C(CCCO)=N/Nc1ccc([N+](=O)[O-])cc1[N+](=O)[O-]
7	-9	-10	-1	1	-9	11	14	1.2	COc1ccc(S(=O)(=O)Nc2ccccc2OC)cc1NC(=O)CC1CC2CCC1C2 (stereo not given)
2	9	0	-1	2	3	-10	-17	0.9	O=C(O)c1cccnc1-c1ncccc1C(=O)O
0	1	-3	-4	2	14	2	-12	-0.6	O=C(CN1C(=O)NC2(CCCCC2)C1=O)N1CCN(S(=O)(=O)c2cccc(F)c2)CC1
2	-2	6	4	0	6	10	-8	-0.8	N#C/C(=C\c1ccccc1)C(=O)NCCN1CCOCC1
-4	-2	2	-4	0	6	0	-7	-3.9	Cc1ccc(C(=O)NCC2(c3ccccc3)CCCC2)cc1
0	3	4	-2	-2	11	2	-4	3.2	COc1cc2c(cc1NC(=O)C(C)NCc1ccccc1)oc1ccccc12 (stereo not given)
0	7	1	-1	3	-2	6	5	-0.3	COc1ccc(CN2C(=O)NC3(CCCC3)C2=O)cc1F
1	-4	-9	2	11	7	4	-28	-0.8	C[N+](C)(C)CC=O
7	-5	-11	6	-1	2	9	-2	2.1	NC(=O)Nc1ccc(C(=O)OCC(=O)Nc2sccc2C(N)=O)cc1
0	-1	5	0	-5	5	-4	-8	1.5	CC(C)c1nnc(NC(=O)c2cccc(-n3cnnn3)c2)s1
1	-1	-2	-2	-3	-6	7	10	-0.3	O=[N+]([O-])c1ccc(S(=O)(=O)NCC(c2ccco2)N2CCc3ccccc3C2)cc1 (stereo not given)
1	-4	-10	0	2	8	12	-5	0.1	CCc1cccc2c1NC(=O)C2(O)CC(=O)c1cccs1 (stereo not given)
0	-2	2	-2	8	2	-5	0	-0.3	COc1ccc(OCC(=O)N/N=C/c2ccc(O[C@@H]3O[C@H](CO)[C@@H](O)[C@H](O)[C@H]3O)cc2)cc1
1	3	-9	0	3	5	-7	-12	0.8	COc1cccc(N2CCN(C(=O)C3CCCN(S(=O)(=O)c4cnc[nH]4)C3)CC2)c1 (stereo not given)
3	5	-3	-4	8	4	5	-5	0.1	CC(=O)c1ccc(C(=O)N2CCc3c([nH]c4ccccc34)C2c2ccccn2)s1 (stereo not given)

(continued)
CHRM4 agonist	CHRM5 PAM	M4 antag	M5 ag	CHRM4 PAM	M1 PAM	M5 antag	M1 antag	CRFBP-R2 agonist	compound
0	13	-12	8	12	13	-1	-5	-1.4	CC1CCN(Cc2nc(-c3ccc(Cl)cc3)no2)CC1
1	5	-10	-1	7	7	2	-15	1.4	CCOC(=O)C1CCCN(C(=O)c2cc(=O)c3ccccc3o2)C1 (stereo not given)
4	2	-1	1	19	18	6	-24	-0.3	CC(C)(C)CC(=O)NCCc1csc(-c2ccccc2)n1
0	1	2	0	-6	13	1	-22	1.0	CNC(=S)N(CCCN(C)C)Cc1cc2cc3c(cc2[nH]c1=O)OCCO3
0	0	9	3	-12	-3	-4	12	-0.4	Cc1ccc(NC(=S)Nc2ccc3[nH]c(=O)[nH]c3c2)cc1C
7	-3	-15	0	8	10	0	-18	-0.8	COc1ccc(CCNC(=O)c2noc3c2CCCC3)cc1OC
1	-10	14	-10	-5	-9	22	11	-1.2	CC1CCN(S(=O)(=O)c2ccc(NC(=O)[C@@H]3CCCN3C(=O)c3cccs3)cc2)CC1
4	-2	8	5	-5	9	3	0	-2.1	COc1ccc(NS(=O)(=O)c2ccc(Cl)c(N)c2)cc1Br
6	-1	15	2	-16	-8	9	3	-0.1	O=C(Nc1ccc(N2CCCC2)cc1)c1ccccc1[N+](=O)[O-]
21	-14	12	1	7	-1	16	12	2.6	COc1ccc(Br)c(C(=O)NC(C)(C)CO)c1
14	-2	-8	7	1	-4	4	11	54*	CCCCn1c(N)c(N(CC(C)C)C(=O)Cc2ccc(S(=O)(=O)N3CCOCC3)s2)c(=O)[nH]c1=O
2	2	1	-5	0	3	-4	-7	-0.5	O=C(Nc1ccc(S(=O)(=O)N2CCCC2)cc1)C1CCCN1C(=O)c1cccs1 (stereo not given)
1	0	0	-1	0	5	-14	-4	-1.3	Cc1ccc(Nc2nc3nonc3[nH]c2=O)cc1
